Pf apPOL block – Pf-apPOL inhibitors, biochemical, fluorescence. Plasmodium falciparum apicoplast DNA polymerase (apPOL). Recombinant Pf-apPOL, molecular beacon fluorescence, 1.5 h. inhibition, % at 10 µM. hit rate 0.25% among 210,000
mHTT-CaM PPI inh – mutant huntingtin-calmodulin interaction inhibitors – biochemical, AlphaScreen, primary screen | P42858 | AlphaScreen His-mHTT/GST-CaM binding, luminescence | inhibition, % at 15 µM | hit rate 3.6% among 190,000;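 note: 0% = both proteins with DMSO and 100% = one protein alone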
Target sequence (P42858 whole entry, looked up, stated change not applied): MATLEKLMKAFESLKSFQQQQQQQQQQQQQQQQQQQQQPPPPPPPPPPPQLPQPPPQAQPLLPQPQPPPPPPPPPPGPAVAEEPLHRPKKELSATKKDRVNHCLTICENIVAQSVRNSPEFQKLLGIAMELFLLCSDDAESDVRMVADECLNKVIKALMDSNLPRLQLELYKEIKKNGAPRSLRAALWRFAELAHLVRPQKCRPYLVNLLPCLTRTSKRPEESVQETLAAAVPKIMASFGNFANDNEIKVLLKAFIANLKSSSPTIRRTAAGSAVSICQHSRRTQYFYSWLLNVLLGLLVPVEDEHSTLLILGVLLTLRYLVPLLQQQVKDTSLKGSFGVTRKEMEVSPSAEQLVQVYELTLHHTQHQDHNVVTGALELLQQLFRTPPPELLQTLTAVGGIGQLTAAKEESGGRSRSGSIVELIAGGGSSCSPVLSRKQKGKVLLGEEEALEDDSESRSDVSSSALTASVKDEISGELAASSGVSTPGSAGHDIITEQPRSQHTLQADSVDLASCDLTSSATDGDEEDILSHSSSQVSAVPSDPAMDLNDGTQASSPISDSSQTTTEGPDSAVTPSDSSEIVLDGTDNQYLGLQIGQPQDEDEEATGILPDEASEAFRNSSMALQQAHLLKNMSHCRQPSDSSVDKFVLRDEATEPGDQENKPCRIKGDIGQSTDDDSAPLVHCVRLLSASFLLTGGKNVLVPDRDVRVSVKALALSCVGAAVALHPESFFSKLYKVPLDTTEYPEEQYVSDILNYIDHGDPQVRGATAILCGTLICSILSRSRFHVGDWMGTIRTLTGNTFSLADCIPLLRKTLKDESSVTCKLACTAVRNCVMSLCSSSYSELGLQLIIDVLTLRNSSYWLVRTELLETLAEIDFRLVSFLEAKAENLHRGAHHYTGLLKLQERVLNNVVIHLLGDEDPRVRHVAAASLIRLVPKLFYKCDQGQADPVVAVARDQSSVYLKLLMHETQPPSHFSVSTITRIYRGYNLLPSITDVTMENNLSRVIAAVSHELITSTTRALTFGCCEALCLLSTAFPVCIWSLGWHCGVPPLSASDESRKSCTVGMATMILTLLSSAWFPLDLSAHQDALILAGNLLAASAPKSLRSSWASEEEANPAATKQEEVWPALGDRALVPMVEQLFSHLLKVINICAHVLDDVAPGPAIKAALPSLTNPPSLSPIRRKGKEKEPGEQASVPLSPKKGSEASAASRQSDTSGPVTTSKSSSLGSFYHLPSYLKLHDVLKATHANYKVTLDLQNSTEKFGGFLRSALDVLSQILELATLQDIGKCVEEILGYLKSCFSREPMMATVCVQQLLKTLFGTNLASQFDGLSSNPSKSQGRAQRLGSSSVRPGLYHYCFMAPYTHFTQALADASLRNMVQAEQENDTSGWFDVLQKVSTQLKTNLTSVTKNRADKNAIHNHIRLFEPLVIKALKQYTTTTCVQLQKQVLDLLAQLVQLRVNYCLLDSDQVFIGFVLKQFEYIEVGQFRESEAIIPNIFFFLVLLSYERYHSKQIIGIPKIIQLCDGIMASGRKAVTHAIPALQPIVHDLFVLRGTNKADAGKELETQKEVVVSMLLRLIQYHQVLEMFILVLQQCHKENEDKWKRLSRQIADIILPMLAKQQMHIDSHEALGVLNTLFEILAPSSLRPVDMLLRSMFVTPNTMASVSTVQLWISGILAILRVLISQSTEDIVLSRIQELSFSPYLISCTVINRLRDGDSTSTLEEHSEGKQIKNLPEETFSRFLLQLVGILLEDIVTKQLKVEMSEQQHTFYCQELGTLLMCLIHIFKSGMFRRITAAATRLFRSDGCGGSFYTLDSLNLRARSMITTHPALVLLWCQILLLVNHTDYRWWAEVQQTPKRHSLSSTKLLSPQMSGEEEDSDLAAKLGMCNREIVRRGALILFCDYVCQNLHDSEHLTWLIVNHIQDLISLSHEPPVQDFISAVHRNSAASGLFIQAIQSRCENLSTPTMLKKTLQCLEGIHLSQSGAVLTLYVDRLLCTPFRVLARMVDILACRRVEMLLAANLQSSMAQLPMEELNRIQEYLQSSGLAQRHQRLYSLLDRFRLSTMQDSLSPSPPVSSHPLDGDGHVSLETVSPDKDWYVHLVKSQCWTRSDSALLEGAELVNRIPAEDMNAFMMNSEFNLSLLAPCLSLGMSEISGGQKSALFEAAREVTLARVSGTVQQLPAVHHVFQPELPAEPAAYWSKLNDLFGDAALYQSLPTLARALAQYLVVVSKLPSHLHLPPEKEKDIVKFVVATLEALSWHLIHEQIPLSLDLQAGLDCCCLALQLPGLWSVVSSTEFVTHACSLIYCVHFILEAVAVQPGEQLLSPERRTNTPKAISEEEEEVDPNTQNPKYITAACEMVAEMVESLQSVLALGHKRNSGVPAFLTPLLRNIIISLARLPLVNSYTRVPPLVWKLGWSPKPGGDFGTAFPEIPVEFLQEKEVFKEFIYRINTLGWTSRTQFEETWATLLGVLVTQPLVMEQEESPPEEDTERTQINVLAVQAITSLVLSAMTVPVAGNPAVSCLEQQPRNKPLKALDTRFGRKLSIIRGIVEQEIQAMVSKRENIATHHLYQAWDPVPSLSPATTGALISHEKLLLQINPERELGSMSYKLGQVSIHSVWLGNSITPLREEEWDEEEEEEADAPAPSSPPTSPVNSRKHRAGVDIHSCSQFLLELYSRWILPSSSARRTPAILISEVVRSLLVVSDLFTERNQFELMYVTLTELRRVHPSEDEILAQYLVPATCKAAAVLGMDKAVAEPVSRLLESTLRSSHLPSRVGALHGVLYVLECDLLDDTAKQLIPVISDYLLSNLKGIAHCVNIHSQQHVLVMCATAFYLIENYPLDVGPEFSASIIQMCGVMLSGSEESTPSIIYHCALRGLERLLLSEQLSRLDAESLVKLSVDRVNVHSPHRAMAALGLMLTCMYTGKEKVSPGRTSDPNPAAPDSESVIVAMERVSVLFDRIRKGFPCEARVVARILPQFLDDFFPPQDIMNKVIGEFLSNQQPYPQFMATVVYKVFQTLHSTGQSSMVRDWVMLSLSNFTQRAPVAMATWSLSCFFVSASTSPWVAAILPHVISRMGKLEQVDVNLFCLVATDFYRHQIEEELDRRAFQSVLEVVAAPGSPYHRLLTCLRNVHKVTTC
* hit, by the source's call; i = inactive; nt = no result given; & = joins results of further samples. Cut-off read from the data, not from the text of the source: active = inhibition above about 50%; inactive = the rest.

SMILES | Pf apPOL block | mHTT-CaM PPI inh
N#CCC(=O)NCc1ccccn1 | -10 | nt
Cc1cccc(C2CC(=O)Nc3c2c(C)nn3-c2nc3ccccc3s2)c1 (stereo not drawn) | -3 | 3
O=C1NCS(=O)(=O)c2ccccc21 | nt | -4
O=C(c1ccco1)N1CCC(c2nc(-c3ccccc3)no2)C1 (stereo not drawn) | -2 | 5
N#Cc1ncc(Br)cn1 | nt | -3
COc1ccccc1CNC(=O)CCC(=O)N1CCCn2nc(C)cc21 | -1 | 1
COc1cc(OC)cc(C(=O)Nc2cccc(-c3nc4ncccc4o3)c2)c1 | -1 | 31
O=S1(=O)[C@H]2C[C@@H]3C=C[C@@]2(CN1Cc1ccc(Cl)cc1)O3 | -3 | -2
COc1cc(OC)c(NC(=O)C2CCN(c3nccc(C)n3)CC2)cc1Cl | -9 | 13
Clc1ccc(-c2nn(-c3ccccc3)cc2C=NNc2ncnc3c2cnn3-c2ccccc2)cc1 | 0 | nt
O=C1CCSCC(C(=O)NCCC2=CCCCC2)N1 (stereo not drawn) | -4 | -6
O=C(c1ccccc1)N1CCCC(c2ccnc(-c3ccc(F)cc3)n2)C1 (stereo not drawn) | -4 | 13
CCC/C=C/c1ccc(CN2C(C(C)C)C(=O)N(Cc3cn(CC4CCCCC4)nn3)CCS2(=O)=O)cc1 (stereo not drawn) | -3 | 10
CCN(C(=O)c1noc2c1CCCCC2)c1cccc(C)c1 | -1 | -7
CCOc1ccccc1CN(CCc1ccc2c(c1)OCO2)Cc1cccnc1 | 3 | 11
c1cc(CN2CCCCCCC2)cs1 | -4 | 0
COc1ccc(-c2csc(C(C#N)=Cc3cc(OC)c(OC(C)=O)c(OC)c3)n2)cc1OC | -4 | 1
Cc1nc2c(ccc3nc(NC(=O)c4cccc(F)c4)sc32)s1 | -1 | 5
Cc1cc(C)c2ccc(NN)nc2c1O | -6 | 85*
COCC(=O)NC1CCN(c2ccc(C)cc2)C1=O (stereo not drawn) | -5 | -4
CC(O)C(NC=C1C(=O)OC(C)(C)OC1=O)C(=O)O (stereo not drawn) | -7 | -7
COCc1cc(C)nc(Nc2ccccc2C)c1C#N | 2 | -8
O=C(Cc1ccc(Cl)cc1)NCCC1=CCCCC1 | 3 | -18
CC(C)(C)n1nc2c(c1NC(=O)COc1ccc(Cl)cc1Cl)CSC2 | -3 | 13
COc1cc(C2C(=O)N(C3CCCCC3)CC(=O)N2Cc2ccc(F)cc2)ccc1OC(C)C (stereo not drawn) | -7 | 41
CCc1ccccc1NC(=O)c1cccnc1Cl | -7 | 1
O=C(CSc1ncnc2c1sc1ccccc12)NC1CCCCC1 | -14 | -4
CON=C(C(=O)NC1C(=O)N2C(C(=O)O)=C(COC(C)=O)CSC12)c1csc(N)n1 (stereo not drawn) | 17 | -2
CC1CCN(CCCNC(=O)C2CC(=O)N(CCc3ccccc3)C2)CC1 (stereo not drawn) | 0 | 6
Cc1ccc(C(=O)N2CCC(n3nc(-c4ccsc4)ccc3=O)CC2)cc1 | 0 | 100*
CCC(=O)N1CCCN(Cc2nc(-c3cccc(F)c3)no2)CC1 | 2 | 11
O=C1/C(=C/c2ccc(F)cc2F)Sc2ccccc21 | -5 | 11
Cc1[nH]n(-c2ccccc2)c(=O)c1C(=O)c1ccccc1F | 3 | 10
CCC(=O)Nc1ccc(N2CCN(C(=O)c3ccccc3)CC2)cc1 | -9 | 6
O=C(CCC1CCCN(C(=O)Nc2ccc(F)cc2)C1)NCc1cccc(F)c1 (stereo not drawn) | -8 | -3
COCC(=O)N1CCCC(COc2ccc(C(=O)N3CCC(C)CC3)cc2)C1 (stereo not drawn) | 5 | 11
O=C(NCc1ccc(F)cc1)C1CCN(c2cncnc2N2CCCCC2)CC1 | 2 | 6
CCC(C)NC(=O)c1nn2c(c1Cl)NC(c1ccc(Cl)cc1)CC2C(F)(F)F (stereo not drawn) | -4 | 31
Cc1ccc(C2OC3(C(=O)c4ccccc4C3=O)C3C(=O)N(C4CCCCC4)C(=O)C23)cc1 (stereo not drawn) | -4 | 12
O=C(CN1C(=O)c2ccccc2C1=O)Nc1ccc(C(=O)O)cc1 | -5 | -1
CCOc1ccccc1CNC(=O)C1CCN(c2nc3cccnc3s2)CC1 | -3 | -14
O=[N+]([O-])c1ccc2nc(CSc3nc4ccc(Br)cc4[nH]3)[nH]c2c1 | nt | 32
Cc1ccccc1Cn1c(=N)n(CC(=O)O)c2ccccc21 | -1 | -14
CC(=O)c1ccc(NC(=O)c2cc(I)ccc2Cl)cc1 | 2 | -2
O=C(NC(=O)c1ccccc1C(F)(F)F)NN1CCOCC1 | -4 | nt
Cc1ccc(S(=O)(=O)CCC(=O)Nc2ccc(Cl)c(C(F)(F)F)c2)cc1 | -2 | 8
O=C(O)CCC(=O)N1N=C(c2ccc(Br)cc2)CC1c1cccc([N+](=O)[O-])c1 (stereo not drawn) | 1 | 11
CCOC(=O)c1c(C)oc2cc(Br)c(OC(=O)C(C)C)cc12 | -7 | -16
CCN(CC)CCNC(=O)c1cc2c(s1)CN(C1CCCC1)C2 | 0 | 3
CC(=O)c1ccc(-n2nncc2-c2ccc([N+](=O)[O-])cc2)cc1 | 4 | 2

The final 2 entries of the section above open the next one:
SMILES | Pf apPOL block | mHTT-CaM PPI inh
CCN(CC)CCNC(=O)c1cc2c(s1)CN(C1CCCC1)C2 | 0 | 3
CC(=O)c1ccc(-n2nncc2-c2ccc([N+](=O)[O-])cc2)cc1 | 4 | 2
CN1CCCc2cc(C(=O)N3CCN(c4ccccc4F)CC3)sc21 | 2 | 26
O=C(NCc1ccccc1)C1C2C=CC3(CN(Cc4ccccc4Cl)C(=O)C13)O2 (stereo not drawn) | 0 | 5
CCCc1c(C)nc2ccccc2c1SCCC(=O)O | -2 | 3
CCc1ccc(CNC(=O)C2CC(=O)N(CCc3ccc(C)cc3)C2)cc1 (stereo not drawn) | -3 | 2
CN1CCN(c2ncncc2N2CCC(C(=O)NCc3ccc(F)cc3Cl)CC2)CC1 | 2 | 7
CCOc1ccc(NC(=O)CN2C(=O)C(c3ccc(OC)cc3)=NC23CCCCC3)cc1 | -9 | 2
Cc1ccc2c(Nc3cccc(C#N)c3)c(C(=O)N3CCCC3)cnc2n1 | -1 | 1
COc1ccc(C(=O)N2CCCC3(C2)Nc2cccnc2NC3=NCc2ccccc2)cc1 (stereo not drawn) | -2 | 11
COC(CNC(=O)c1ccc(N)c([N+](=O)[O-])c1)OC | -4 | 2
Cc1ccc(NC(=O)c2cnn3c2NC(c2ccco2)CC3C(F)(F)F)c(C)c1 (stereo not drawn) | -4 | 9
CC1C(=O)N(c2ccc3c(c2)OCO3)CCN1Cc1ccc(F)cc1F (stereo not drawn) | 7 | 5
CC1(C)OCC2(CO1)CN(C(=O)NC1CCCCC1)C2 | -1 | -6
Cc1ccc(OCC(=O)O/N=C(\N)Cc2cccs2)cc1C | -3 | i
CN(C)c1ccc(C2(c3ccc(N(C)C)cc3)OC(=O)c3ccccc32)cc1 | 1 | 86*
CC(=O)OCC(=O)CC12CC3CC(CC(C3)C1)C2 | -1 | -21
COC(=O)c1sccc1-n1cccc1 | -10&-4 | 16
O=C(Nc1ccccc1Cl)C12CC3CC(C1)CC(C(=O)Nc1ccccc1Cl)(C3)C2 | -5 | 1
CCn1cc(CC(=O)N2CCN(c3ccccc3)CC2)c2cccnc21 | -5 | 13
Cc1cc(=O)[nH]c(SCC2COC3(CCCCC3)O2)n1 (stereo not drawn) | -1 | -5
O=C1OC(/C=C/c2cccc([N+](=O)[O-])c2)=NC/1=C\c1c(F)cccc1Cl | -2 | 2

Gathered by group: the entries above containing a furan ring, fused or not.
SMILES | Pf apPOL block | mHTT-CaM PPI inh
O=C(c1ccco1)N1CCC(c2nc(-c3ccccc3)no2)C1 (stereo not drawn) | -2 | 5
CCOC(=O)c1c(C)oc2cc(Br)c(OC(=O)C(C)C)cc12 | -7 | -16
Cc1ccc(NC(=O)c2cnn3c2NC(c2ccco2)CC3C(F)(F)F)c(C)c1 (stereo not drawn) | -4 | 9

(listing goes on)
SMILES | Pf apPOL block | mHTT-CaM PPI inh
CCC(Sc1nnc2c(n1)[nH]c1ccccc12)C(=O)Nc1ccc([N+](=O)[O-])cc1 (stereo not drawn) | -6&-10 | 44&22
Cc1ccc(NC(=O)N2CCn3c(C)ccc3C2C(C)C)c(C)c1 (stereo not drawn) | -1 | 6
COc1ccc(Cl)cc1NC(=O)C1c2ccccc2C(=O)N(C)C1c1cccs1 (stereo not drawn) | -4 | -4
Cc1c(C(=O)Nc2ccc(F)c(F)c2)sc2nc(-c3ccccc3)cn12 | -25 | -1
CC1(C)CC(=O)C2=C(C1)N(c1ccc(Cl)cc1)C(N)=C(C#N)C2c1cccnc1 (stereo not drawn) | -2 | 10
CC1/C(=N/O)CC(c2ccccc2)N(C)C1c1ccccc1 (stereo not drawn) | -1 | i
Cc1ccc(-c2nnc(N3CCC(C(=O)NCc4ccc5c(c4)OCO5)CC3)o2)cc1 | -1 | 13
COCCN=C1Nc2ccccc2NC12CCCN(C(=O)c1ccccc1Cl)C2 (stereo not drawn) | -1 | 13
O=C1S/C(=C\c2cccc(F)c2)C(=O)N1CNc1ccc(F)cc1 | 7 | -3
CCCCC(=O)Nc1ccc(NC(=O)c2ccc(Br)o2)cc1OC | 2 | -2
CCOc1cccc2cc(C(=O)NC(C)=O)c(=Nc3cccc(C)c3)oc12 | -6 | 0
CCSc1nnc(-c2nn(C)c3c2CN(C(=O)Cc2ccccc2C)CC3)n1C | -1 | 3
O=C(N(c1ccccc1)C1C=CS(=O)(=O)C1)C12CC3CC(CC(C3)C1)C2 (stereo not drawn) | -2 | 0
COCCN1CCC(N2CCCN(S(=O)(=O)c3cccc(F)c3)CC2)C1=O (stereo not drawn) | 3 | 12
CN1CC=C2C(C#N)=C(N)C(C#N)(C#N)C(c3ccccc3C(F)(F)F)C2C1 (stereo not drawn) | 2 | 9
CC(C)NC(=O)c1ccccc1NC(=O)Cc1ccccc1 | -1 | 0
O=C(O)c1cc(-c2ccc(Br)cc2)nc2ccc(Cl)cc12 | -2 | -1
Cc1ccc(C)c(CS(=O)(=O)N2CCC(CN3CCCCCC3)CC2)c1 | -3 | -2
CCc1nn(C)c2c(=O)c(=O)c2n(C)[nH]1 | 2&-7 | nt
COc1ccc(CCNC(=O)c2c(F)c(F)c(F)c(F)c2F)cc1OC | 2 | 1

Some of the entries so far, as tab-separated lines.
SMILES	Pf apPOL block	mHTT-CaM PPI inh
CN1CC=C2C(C#N)=C(N)C(C#N)(C#N)C(c3ccccc3C(F)(F)F)C2C1 (stereo not drawn)	2	9
CC(C)NC(=O)c1ccccc1NC(=O)Cc1ccccc1	-1	0
O=C(O)c1cc(-c2ccc(Br)cc2)nc2ccc(Cl)cc12	-2	-1
Cc1ccc(C)c(CS(=O)(=O)N2CCC(CN3CCCCCC3)CC2)c1	-3	-2

(cont.)
SMILES | Pf apPOL block | mHTT-CaM PPI inh
Cn1ccnc1SCC(=O)Nc1ccccc1F | 10&-3 | 1&-1
CC1CCN(C(=O)C2=NN(Cc3ccc(F)cc3)c3ccccc3S2(=O)=O)CC1 | -1 | 2
O=C(O)CCCCCN1C(=O)CSC1=S | -2 | -8&2
Cc1nnc(SCC(=O)O)[nH]c1=O | -9 | nt
Cc1cccc2nnc(N3CCCC(C(=O)NC4CCN(Cc5ccccc5)CC4)C3)n12 (stereo not drawn) | -6 | 11
CC(=O)Nc1ccc(C(=O)Nc2ccc(S(=O)(=O)N3CCOCC3)cc2)cc1 | -1 | 1
COc1ccccc1-n1ccn(CC#N)c(=O)c1=O | 6 | -6
Cc1ccc(C2=N/C(=C\N3CCOCC3)C(=O)O2)cc1 | -2 | 19
COc1ccc(C=C2Oc3cc(OC(C)=O)ccc3C2=O)c(OC)c1 | -8 | 1
CC(=O)Nc1cccc(NC(=O)c2ccccc2)c1 | 2 | -1
C[C@H]1CN(C2CCCCC2)C(=O)[C@@H]1CC(=O)Nc1ccccc1 | -4 | -7
O=C(Nc1cnc(-c2ccccc2)nc1)c1cccc(Cl)c1 | -5 | 0
CC(O)(CNS(=O)(=O)Cc1ccccc1)c1ccco1 (stereo not drawn) | 1 | -16
Cc1ccc(C)c(C2CC(c3ccccc3Cl)=NN2C(=O)CN2CCOCC2)c1 (stereo not drawn) | 1 | 79*
Cn1cccc(C(=O)NC2CC(=O)N(C3CC3)C2)c1=O (stereo not drawn) | -4 | -17
CCc1ccc(NC(=O)Cn2nnnc2C)cc1 | -1 | 3
COc1ccc(-c2cn3c4c(=O)n(C)c(=O)n(C)c4nc3n2Cc2ccco2)cc1 | -14 | 6
Cc1cc(N)cc(C)c1OCC(=O)N1CCOCC1 | -7 | 2
NNC(=O)c1cc(/C=C/c2ccc([N+](=O)[O-])cc2)nc2ccc(Br)cc12 | -6 | 18
CC1(C(=O)n2nnc3ccccc32)CC1(Cl)Cl (stereo not drawn) | -4 | 2
CN1CCN(C(CNC(=O)CC(C)(C)C)c2ccc(F)cc2)CC1 (stereo not drawn) | -7 | -12
Cc1c(Cl)cccc1NC(=O)c1cccnc1Cl | -3 | -6
Cn1c(=O)c(N2CCN(S(=O)(=O)c3ccccc3)CC2)nc2ccncc21 | 0 | 4
CCc1ccc(S(=O)(=O)NCCOc2ccc(F)cc2)s1 | -3 | -32
CCCNC(=O)C1CN(C(=O)c2ccc(C)cc2)CC1c1ccccc1C (stereo not drawn) | 2 | 7
COC(=O)C(=C(C)C)c1ccc(N(C)C)cc1 | -10 | nt
